# Screening data (PubChem BioAssay)
# CHO-K1 Ca antag = counter-screen for M1 antagonists: effect in parental CHO-K1 cells; ATP-induced calcium, Fluo-8 fluorescence; inhibition, % at 3 µM; actives 0.6% (n = 360,000);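 active = inhibition above a per-plate cutoff, the plate's mean sample inhibition plus 3 SD, cut at about 24% in these data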;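 also: 0% = DMSO plus EC80 ATP and 100% = DMSO alone without ATP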
# M1 ag parental = counter-screen for M1 agonists: effect in parental CHO-K1 cells; Fluo-8 calcium fluorescence; scaled to maximal ATP response, vehicle zero; AID 602248, 2012; activation, % at 3 µM; actives 0.48% (n = 360,000); in the data active = activation above about 15%;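 also: untransfected CHO-K1 host cells lacking M1 receptor as counterscreen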
# M1 PAM parental = nonselective calcium activators in parental CHO-K1 cells, primary screen, counter-screen for M1 PAM project, cell-based, Fluo-8 calcium fluorescence, full deck, 1536-well; ATP EC20; 0% at ATP EC20, 100% at ATP max; activation, % at 3 µM; actives 0.02% (n = 360,000); AID 602247, 2012;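 active = activation above the run cutoff, the mean activation of all test compounds plus 3 SD, cut at about 40% in these data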;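 also: peak over basal fluorescence ratio in a 140 s read after ATP addition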
# TAAR1 antag = human TAAR1 antagonists, primary screen, Fluo-8 calcium fluorescence, CHO RD-HGA16 cells; actives 1.5% (n = 360,000); AID 624466, 2012; Trace amine-associated receptor 1 (Homo sapiens), Q96RJ0; inhibition, % at 3 µM; antagonist;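 active = inhibition above a per-plate cutoff, the mean inhibition of test compounds on that plate plus 3 SD, cut at about 49% in these data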;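 also: 0% = DMSO plus EC80 beta-PEA response and 100% = DMSO alone without agonist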
# Target sequence (Q96RJ0 whole entry, looked up): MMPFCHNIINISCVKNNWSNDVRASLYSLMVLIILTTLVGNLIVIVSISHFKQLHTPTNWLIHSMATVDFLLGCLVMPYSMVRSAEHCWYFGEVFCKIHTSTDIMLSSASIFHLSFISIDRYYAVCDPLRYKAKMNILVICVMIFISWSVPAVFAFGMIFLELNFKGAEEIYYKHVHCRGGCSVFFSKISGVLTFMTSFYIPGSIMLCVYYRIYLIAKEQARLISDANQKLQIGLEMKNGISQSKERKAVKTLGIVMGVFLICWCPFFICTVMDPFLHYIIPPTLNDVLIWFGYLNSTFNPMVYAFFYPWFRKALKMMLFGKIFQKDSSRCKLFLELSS
#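 Test system: hTAAR1-expressing CHO RD-HGA16 cells, Gα16-coupled; Probe or stimulus: EC80 β-phenethylamine stimulus; Compound dosing: single nominal final test compound concentration of 3 µM; Timing: 140 s kinetic read after compound, 140 s after agonist; Signal: Fluo-8 calcium-sensitive fluorescence; Measure: % inhibition of agonist calcium response; Controls: DMSO and EC80 PEA controls.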
# OXTR potentiate = human OXTR potentiators, primary screen, fluorescence, CHO-OTR cells, Fluo-8 calcium; Oxytocin receptor (Homo sapiens), P30559; Fluo-8 calcium fluorescence, potentiator mode; 0% = oxytocin EC15, 100% = EC100; activation, % at 3 µM; actives 0.061% (n = 320,000);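 active = activation above that plate's cutoff, the mean activation of tested compounds plus 3 SD, cut at about 6.6% in these data, passing the limit was not always enough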;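 also: 100% uses oxytocin at 75 nM as the full agonist control; some results filed as inactive read as strong as hits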
# Target sequence (P30559 whole entry, looked up): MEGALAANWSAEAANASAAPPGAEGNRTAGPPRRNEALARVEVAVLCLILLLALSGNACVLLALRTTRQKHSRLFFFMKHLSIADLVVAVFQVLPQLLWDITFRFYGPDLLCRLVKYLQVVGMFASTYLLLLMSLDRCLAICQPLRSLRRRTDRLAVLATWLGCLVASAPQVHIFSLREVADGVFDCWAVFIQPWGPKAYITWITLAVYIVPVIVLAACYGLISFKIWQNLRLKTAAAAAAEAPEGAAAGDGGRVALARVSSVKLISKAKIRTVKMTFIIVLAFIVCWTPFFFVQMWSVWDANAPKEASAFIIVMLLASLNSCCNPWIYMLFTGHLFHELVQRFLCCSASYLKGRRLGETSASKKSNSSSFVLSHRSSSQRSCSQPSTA
#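 System: human OTR in CHO cells; Also added: sub-maximal oxytocin, roughly EC15; Timing: compound 6 min at room temperature before oxytocin, 100 s read; Technique: Fluo-8 intracellular calcium fluorescence, ex 470-495, em 515-575 nm; Controls: oxytocin EC15 low and EC100 high; Replication: singlicate.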
# V1R ag counter = agonists of human V1a receptor, primary screen, counter-screen for OXTR agonist project, fluorescence, CHO-V1R cells; Vasopressin V1a receptor (Homo sapiens), P37288; Fluo-8 calcium fluorescence, agonist mode; 0% DMSO, 100% 3 nM vasopressin; activation, % at 3 µM; actives 0.25% (n = 320,000);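 active = activation above the mean activation of all tested compounds plus 3 SD, per screening run, cut at about 20% in these data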;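 also: signal is peak over basal fluorescence ratio across a 100 second FLIPR read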
# OXTR agonist = human OXTR agonists, primary screen, fluorescence, CHO-OTR cells, Fluo-8 calcium. Oxytocin receptor (Homo sapiens), P30559. activation, % at 3 µM. Fluo-8 calcium fluorescence; normalized: DMSO 0%, oxytocin 100%. actives 0.32% (n = 320,000);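 active = activation above the mean of all tested compounds plus 3 SD, cutoff set per screening run, cut at about 20% in these data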;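 also: peak over basal fluorescence ratio from a 100 s FLIPR kinetic read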
# CHO parental Ca = ATP-evoked calcium signal inhibitors, parental CHO, primary screen, counter-screen for OX1R antagonist project, cell-based, fluorescence, Fluo-8 calcium dye; AID 463079, 2010; actives 0.63% (n = 330,000); parental CHO-K1, ATP-induced calcium, Fluo-8 fluorescence; inhibition, % at 5.6 µM;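 active = inhibition above that plate's mean sample inhibition plus 3 SD, cut at about 26% in these data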;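 also: 0% = ATP-challenged DMSO wells and 100% = DMSO wells without ATP; some compounds past the cut are filed as inactive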
#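 Measured by: calcium-sensitive Fluo-8 fluorescence / Test system: CHO parental line / Controls: ATP-challenged DMSO wells low, unchallenged DMSO wells high / Measure: % inhibition / Compound: single nominal dose of 5.6 µM per compound / Replicates: single well per compound, no replicates / Reagent: ATP as calcium-mobilizing challenge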
# GPR7 antag = GPR7 receptor antagonists, primary screen, cell-based, fluorescence, single concentration | inhibition, % at 4.4 µM | actives 1.1% (n = 290,000) | Neuropeptides B/W receptor type 1 (Homo sapiens), P48145 | AID 1861, 2009 | GPR7-expressing cells, fluorescence antagonist assay; in the data active = inhibition above about 16%, passing the limit was not always enough;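 also: cells stimulated with the agonist NPW; 0% = agonist with vehicle and 100% = vehicle without agonist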
# Target sequence (P48145 whole entry, looked up): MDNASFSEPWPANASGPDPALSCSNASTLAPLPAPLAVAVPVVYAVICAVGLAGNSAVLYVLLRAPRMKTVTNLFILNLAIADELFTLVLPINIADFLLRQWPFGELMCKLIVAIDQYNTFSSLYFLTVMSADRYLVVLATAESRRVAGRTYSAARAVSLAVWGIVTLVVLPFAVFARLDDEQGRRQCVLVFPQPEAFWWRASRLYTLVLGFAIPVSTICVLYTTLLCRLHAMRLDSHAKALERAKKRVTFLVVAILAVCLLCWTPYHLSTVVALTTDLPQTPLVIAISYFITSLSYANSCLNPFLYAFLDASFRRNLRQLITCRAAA
# An asterisk follows results filed as active; nt = no result given.
SMILES,CHO-K1 Ca antag,M1 ag parental,M1 PAM parental,TAAR1 antag,OXTR potentiate,V1R ag counter,OXTR agonist,CHO parental Ca,GPR7 antag
CCCNC(=O)C1(C)CCCN(Cc2ccc(C(F)(F)F)cc2)C1 (stereo not drawn),2,-0.7,-4,-7,nt,nt,nt,nt,nt
O=C(CN1C(=O)NC2(CCCCC2)C1=O)Nc1ccc(N2CCOCC2)cc1,0,-0.1,17,-4,-5,0.6,0.0,-1,-2
Cc1ccccc1-n1c(=O)cc(N2CCc3ccccc32)[nH]c1=O,5,-0.2,11,-14,-4,0.5,0.1,-3,4
CC(=O)Nc1cccc(C(=O)N/N=C/c2ccc(C)o2)c1,-5,1.1,14,-4,-15,4.1,-0.6,-18,1
COc1ccc(-c2ccc(CN3C(C)C(=O)N(Cc4cn(CCC5OCCO5)nn4)CCS3(=O)=O)cc2)cn1 (stereo not drawn),-10,3.6,24,-2,nt,nt,nt,nt,nt
C=CCN(CC=C)Cc1nc(N)nc(Nc2ccccc2C)n1,-13,-0.4,3,1,-2,-0.8,-0.7,-7,-6
Cc1ccc(S(=O)(=O)N2CCC(C(=O)OC(C)C(=O)N3CCOCC3)CC2)cc1 (stereo not drawn),4,0.1,-13,-3,3,1.1,0.8,1,nt
O=C(N=C1SC2CS(=O)(=O)CC2N1c1ccccc1Cl)C1CCCO1 (stereo not drawn),-1,-0.2,-11,-21,-20,0.7,-1.2,9,-3
CC(=O)NC(=S)Nc1ccc(N2CCOCC2)c(S(=O)(=O)Nc2cc(Cl)ccc2Cl)c1,-8,0.2,-10,-1,-30,0.7,-0.7,12,-7
Cc1cccc(NC2CCCCC2NS(=O)(=O)c2ccccc2)c1 (stereo not drawn),-18,0.0,2,-35,nt,nt,nt,nt,-5
Clc1ccccc1OCCCCN1CCNCC1,4,0.2,-6,0,0,2.4,2.5,-9,-2
NC(=O)c1ccc(SCC(=O)NC2CCCCC2)c([N+](=O)[O-])c1,-6,0.0,1,-16,-5,1.2,-0.5,-1,-10
CCN(CC)CCNC(=O)c1ccc(NC(=O)Cc2ccsc2)cc1,-1,-0.1,-11,-1,0,1.2,0.9,1,-10
Cc1oc(-c2ccc(Cl)cc2)nc1CN1CCC(C(=O)NCc2cccs2)CC1,-5,1.5,-4,-8,-11,2.9,3.7,-15,-3
Cc1occc1C(=O)NNC(=O)C1CCCC1,1,0.0,-9,-7,-9,0.3,0.3,-6,2
Cc1ccc(-c2ccc(S(=O)(=O)NCC3CCCO3)cc2)cc1 (stereo not drawn),-10,5.6,6,3,-7,3.8,0.7,7,-6
COc1c(F)c(F)c(C(=O)Nc2ccc(NC(=O)Cc3ccccc3)cc2)c(F)c1F,4,15,1,-5,-4,-0.2,1.1,-1,-3
COCCN(CC(=O)NC1CCCCC1)C(=O)c1csnn1,-27,0.6,21,7,1,0.2,0.9,-9,-2
Cn1nnc2cc(NC(=O)Nc3cccc(C(F)(F)F)c3)ccc21,-3,4.0,18,16,-10,0.8,0.6,-11,12
O=C(Nc1ccc(Cl)cc1)N1CCOC12CCCCC2,-12,2.6,1,16,-6,-0.6,-0.5,0,-3
O=C(NNS(=O)(=O)c1ccc(C(=O)NC2CCCC2)cc1)c1ccncc1,-14,3.2,26,-3,-17,1.4,2.0,7,-2
Cc1[nH]c2ccccc2c1C(=O)C(=O)NCc1nnnn1-c1cccc(F)c1,-9,2.1,15,4,nt,nt,nt,nt,nt
Cc1ccccc1C(=O)Nc1ccccc1C(=O)NCc1ccccc1,5,4.1,18,49*,-7,0.1,-0.9,-17,-5
CCn1cc(C(=O)N2CCN(c3ccccn3)CC2)c(=O)c2cc(S(=O)(=O)N(C)C3CCCCC3)ccc21,-2,2.6,-8,28,-6,-1.9,-1.8,-35,21

# 2 compounds from above, showing only CHO parental Ca:
smiles	CHO parental Ca
Cc1ccc(-c2ccc(S(=O)(=O)NCC3CCCO3)cc2)cc1 (stereo not drawn)	7
Cc1ccccc1C(=O)Nc1ccccc1C(=O)NCc1ccccc1	-17

# Carrying on:
SMILES,CHO-K1 Ca antag,M1 ag parental,M1 PAM parental,TAAR1 antag,OXTR potentiate,V1R ag counter,OXTR agonist,CHO parental Ca,GPR7 antag
S=c1nc[nH]c2c1ncn2-c1ccc(Cl)cc1,-13,0.5,12,-11,nt,nt,nt,nt,nt
O=C(CC(Nc1ccccc1)c1ccccc1)C1CC1 (stereo not drawn),-1,-0.4,-6,5,-2,-2.0,-2.1,-2,1
CC(=O)n1cc([C@@H]2C=C(C(=O)N3CCN(Cc4ccccc4)CC3)O[C@H](OCc3ccc(CO)cc3)C2)c2ccccc21,-24,5.7,18,52*,-12,1.5,3.2,-30,-9
C[C@H](CO)N1C[C@H](C)[C@@H](CN(C)C(=O)Nc2ccc3c(c2)OCO3)Oc2c(NS(=O)(=O)c3ccccc3)cccc2C1=O,6,-0.1,3,27,-5,0.5,-0.6,-18,nt
CCCC(=O)Nc1c(C)n[nH]c1C,-12,0.3,21,-8,-10,0.6,1.0,-5,-4
CC1(OC(=O)CCc2ccccc2)C(=O)C=C2C=C(c3ccc(C#N)cc3)N(C3CCCCC3)C=C2C1=O (stereo not drawn),-11,0.6,10,-6,-2,0.0,-1.2,-14,nt
COc1cc(CNCCc2ccccc2)cc(Br)c1OCC(=O)Nc1ccccc1C,-11,13,26,59*,-7,1.9,11,-13,16
Cc1ccc(NC(=O)CN(C)CC(=O)Nc2ccc(F)c(Cl)c2)cc1,-7,0.8,-5,0,-3,0.9,-0.4,-13,-9
Cc1nc(NCCCn2ccnc2)c2ccccc2n1,-19,0.7,26,0,-5,0.6,0.1,-12,2
Cc1nc2ccccn2c1C(=O)N/N=C/c1ccc(F)cc1,-4,0.1,2,-6,-1,0.5,0.1,1,-10
COc1ccc(/C=C2\C(=O)NC(=S)N2C(=O)c2ccc(F)cc2)cc1,-6,5.6,7,31,-9,22*,20*,23,5
O=C(CSc1nc2[nH]ncc2c(=O)[nH]1)Nc1ccc(Cl)c(Cl)c1,-12,1.5,10,-18,-4,-0.1,0.0,6,nt
CC1Sc2ccc(C(=O)O)cc2NC1=O (stereo not drawn),2,-0.6,12,3,-1,-0.7,0.5,-5,1
Cc1csc(NC(=O)Cc2ccccc2[N+](=O)[O-])n1,-4,0.6,18,8,-8,1.4,0.5,-9,-10
CC(C)CCn1c(=O)c2sccc2n2c(CCCC(=O)N3CCN(c4ccccn4)CC3)nnc12,-12,0.4,10,-15,-4,1.2,-1.8,-31,-5
CS(=O)(=O)c1nc(-c2ccccc2)cc(C(F)(F)F)n1,5,0.3,-10,6,5,0.6,-1.1,9,12
CC(C)CN1CCC(=O)NC1=S,-12,0.2,19,8,nt,nt,nt,nt,nt
O=C(Nc1ccc(F)cc1)Nc1nnc(-c2ccncc2)s1,-7,4.0,-9,6,1,6.6,8.7,-16,0
COc1ccc2nc(N3CCCC3)[nH]c2c1,-22,0.2,12,12,-1,0.5,-1.4,-5,2
Cc1ccc(S(=O)(=O)C(C#N)c2nc3ccccc3nc2OCCO)cc1 (stereo not drawn),3,1.2,6,-23,-13,4.1,0.3,9,-7
CCc1ccc(C2NC(=O)c3ccccc3O2)cc1 (stereo not drawn),-5,0.6,10,-5,-4,0.6,-0.1,1,1
Cc1nnc(SCC(=O)Nc2ccc(Oc3ccccc3)cc2)n1N,-4,0.1,12,4,1,1.9,1.0,3,-8
C[C@@H]1CN([C@@H](C)CO)C(=O)c2cccc(NC(=O)C3CCCCC3)c2O[C@@H]1CN(C)Cc1ccc(Cl)c(Cl)c1,-12,-0.4,-3,-7,-8,1.3,0.2,-36,nt
O=S(=O)(NCC(c1ccco1)N1CCN(c2ccc(F)cc2)CC1)c1ccc2c(c1)OCCO2 (stereo not drawn),-9,0.3,19,16,-8,2.3,-0.4,-16,-1
COc1ccc(NC(=O)CCCNC(=O)c2ccc(Cl)cc2)cc1S(=O)(=O)N1CCOCC1,2,0.0,-20,4,nt,nt,nt,nt,nt
CCCc1nc(N)c(C#N)c(-c2cccnc2)c1CC,-1,0.0,-3,20,-4,-0.2,-0.6,-12,0
O=C(CC1C(=O)NCCN1C/C=C/c1ccccc1)NCCc1cnccn1 (stereo not drawn),-2,0.0,17,-9,-7,0.2,-0.9,-2,-3
CCCNC(=O)C1(C)CCCN(C(=O)c2cccc(OC(C)=O)c2C)C1 (stereo not drawn),-2,-0.2,13,-7,nt,nt,nt,nt,nt
CCOC(=O)CC(=O)CSc1nc2c(sc(=S)n2-c2ccccc2)c(=O)[nH]1,-23,1.5,17,-10,-7,0.2,-0.7,-7,-6
CCN1CCN(S(=O)(=O)c2ccc(Cl)c(C(=O)N(C)C(c3ccccc3)c3ccccc3)c2)CC1,-2,0.7,16,-27,-1,-0.9,-1.4,-35,nt
Cc1cccc(OCC(O)Cn2c(=N)n(CCN3CCCCC3)c3ccccc32)c1 (stereo not drawn),0,1.3,3,7,1,0.3,1.8,-19,38*
CCOc1ccc(N(CC(=O)NCc2ccccc2)S(C)(=O)=O)cc1,-4,0.3,5,-11,2,0.3,-1.1,7,-2
COc1cccc(COC(=O)C2CCN(S(=O)(=O)c3cccs3)CC2)c1OC,5,1.1,20,-9,-11,1.8,-0.1,-2,nt
C[C@H]1COc2cccc(N3CCSCC3)c2S(=O)(=O)N1,-22,1.6,17,-7,nt,nt,nt,nt,nt
COc1cc(OC)c(C2CC(=O)N3CN(c4ccccc4C)CSC3=C2C#N)cc1OC (stereo not drawn),nt,nt,nt,-1,-8,-0.7,-0.8,-16,-12
O=C(CCl)Nc1ccc2c(c1)OCO2,-10,0.5,15,-7,-7,0.9,-0.5,-19,9
CCN(CC)c1ccc(C(=O)O)cc1,25*,-0.3,-13,9,-9,0.9,0.4,-1,-8
O=C(Nc1ccccc1)Nc1ccc(Nc2ccccc2)cc1,10,4.1,-22,15,-6,3.9,3.6,-9,nt
